Screening data as filed in PubChem BioAssay.
TAG inh: triacylglycerol accumulation inhibition; H9c2 cells, Nile Red lipid (TAG) fluorescence; cells loaded with 200 µM oleic acid; inhibition, % at 12.5 µM; 0.66% of 230,000 active;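 active = pattern-corrected inhibition of lipid staining of at least 50% with the nuclear-stain viability signal not falling by more than 50%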;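 also: 0% = DMSO wells and 100% = triacsin C control wells; some results filed as inactive read as strong as hits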
TAG inh DAPI viability: also measured in TAG inh; calls as there; DAPI nuclei signal change (viability), lower = more cytotoxic, %;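 whole-well DAPI fluorescence read on a plate reader as a viability signal; minus 50 percent equals half of cells still viable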
Active calls of the source: *; & = joins results of further samples. An excerpt; the hit share may differ from the screen's.

SMILES	TAG inh	TAG inh DAPI viability
COC(=O)c1c(NC(=O)C2CC2)sc(C(=O)Nc2ccccc2)c1C	15.8	3.4
COc1ccc(N2C(=O)CC(N3CCC(O)(c4cccc(C(F)(F)F)c4)CC3)C2=O)cc1 (stereo not given)	20.4	-2.2
Cc1ccc(C2CC(=O)NC3=C2C(=O)CCC3)cc1Br (stereo not given)	-9.7	2.1
CCn1c(C)nc2cc(C(=O)NN=Cc3ccccc3OC(F)F)ccc21	-0.8	-0.2
COc1ccc([N+](=O)[O-])cc1NC(=O)CSc1nc(C)c(C)c(C)n1	-1.5	-6.7
CC(C)NC(=O)C1(C)CCN1C(=O)c1c(F)cccc1F (stereo not given)	-5.0	0.3
COc1ccc(C(=O)O)cc1S(=O)(=O)N(C)CCc1cccnc1	11.4	-5.9
CC(C)N(C)C(=O)c1ccc(OC2CCN(CCc3ccccc3)CC2)cc1	-14.3	9.4
Cc1nn(-c2ccccc2)c(Cl)c1/C=N/NC(=O)CNC(=O)c1ccccc1Cl	11.5	-4.9
CN=C(Cc1ccccc1)C1=C(O)CC(C)(C)CC1=O	-7.1	9.7
COc1ccc(CCNC(=O)c2ccc(=O)[nH]c2)cc1	-4.1	-6.8
COc1cccc(S(=O)(=O)Nc2cccc(C(=O)N3CCOCC3)c2)c1	-7.1	-5.3
NC(=O)C1CCCN(C(=O)c2ccc(Cl)c(S(=O)(=O)N3CCc4ccccc43)c2)C1 (stereo not given)	-18.4	5.7
Cc1ccn2c(=O)nc(SCC(=O)NC3CCCC3)nc2c1	-3.9	9.1
CC(=O)Nc1ccc(NC(=O)CSc2nc3c(=O)n(C)c(=O)n(C)c3n2C)cc1	-8.8	-1.3
c1cc(CNC2=NCCCCC2)ccn1	4.0	-3.5
CN(Cc1cn(C)nc1-c1cccc(Cl)c1)C1CCOCC1	6.6	-7.7
CN1CCN(NC(=O)c2cc(S(=O)(=O)Nc3ccc(Cl)cc3)ccc2Cl)CC1	0.5	-6.8
O=C(Nc1ccccn1)c1ccc(Cl)s1	13.5	-0.9
Cc1ccc(S(=O)(=O)N2C[C@]3(O)C[C@@H]4C(=O)N(c5ccccc5)C(=O)[C@@H]4C[C@]3(OC(=O)Nc3c(C)noc3C)C2)cc1	-3.7	-0.4
O=C(c1ccccc1)c1ccsc1C(=O)c1ccccc1	-5.6	4.6
COC1(c2ccccc2)NC(=S)NN=C1c1ccccc1 (stereo not given)	16.3	-9.4
N#CCSc1nn(-c2ccc(F)cc2)c(=S)s1	-2.9	3.9
NC(N)=Nc1nc2ccc(Cl)cc2c(=O)[nH]1	-1.8	11.3
CC(C)N(C(=O)[C@H]1CC(CC(=O)NCC23CC4CC(CC(C4)C2)C3)C(=O)N2CCc3c([nH]c4ccccc34)[C@]12C)C(C)C (stereo not given in full)	43.7	-2.0

The results go on.
SMILES	TAG inh	TAG inh DAPI viability
O=C(NCCc1ccccc1)C1CCCN(S(=O)(=O)c2cnc[nH]2)C1 (stereo not given)	-9.6	-1.5
COC(=O)C(Oc1ccc2c(-c3ccc(OC)cc3)cc(=O)oc2c1)c1ccccc1 (stereo not given)	-8.9	8.9
COc1ccc(Cl)cc1NS(=O)(=O)c1cccc(C(=O)N2CC(C)OC(C)C2)c1 (stereo not given)	-14.7	-4.2
CC(C)(C)OC(=O)N[C@@H](Cc1ccccc1)C(=O)N[C@@H](CO)[C@H](O)[C@@H]1C[C@@H]1C(=O)NC1CCCCC1	-5.3	-6.3
CCn1cc(SCC(N)=O)c2ccccc21	-2.4	3.1
Cc1noc(C)c1NC(=O)Nc1ccc2c(c1)C(=O)N([C@@H](C)CO)C[C@@H](C)[C@@H](CN(C)Cc1ccc3c(c1)OCO3)O2	-10.1	4.8
COc1ccc(/C=C/C(=O)c2ccc3c(c2)OCCO3)cc1[N+](=O)[O-]	-14.6	11.7
CC(=O)NC(c1cc(Cl)c2cccnc2c1O)C1CC1 (stereo not given)	50.4*	5.8*
Cc1[nH]nc(-c2cccnc2)c1N=NN(C)C	71.8	-54.1
CCCCNC(=O)C1(C)CCN1C(=O)c1ccncc1 (stereo not given)	-2.1	-1.4
Cc1ccc(C(=O)NC2CCCCNC2=O)cc1 (stereo not given)	-0.2	-4.9
O=C(CSc1nnc(-c2cccnc2)n1CCc1ccccc1)N1CCCCC1	6.8	-2.5
C#CCOCCOCCOCCNc1nc(N2CCN(C(=O)[C@H](C(C)C)n3cc(CCO)nn3)CC2)nc(N2CCN(C(=O)[C@H](C(C)C)n3cc(CCO)nn3)CC2)n1	6.6	4.4
CCOc1ccc(-c2nc3ccccc3c(=O)o2)cc1	2.4	-3.7
CC(NC(=O)C1CCN(C(=O)c2ccc(F)cc2)CC1)c1ccc(-n2ccnc2)cc1 (stereo not given)	-7.2	5.1
CN(C)S(=O)(=O)N1CCC(Oc2ccc(C(=O)N3C[C@@H]4CCC[C@H]3C4)cc2)CC1	4.1	1.0
N#CCCN(Cc1cccnc1)C(=S)Nc1ccccc1Cl	6.3	1.7
CC(NC(=S)NC1CCCCC1)C(c1cccs1)N1CCOCC1 (stereo not given)	-12.2	-2.1
O=C(NCCN1CCOCC1)C1CC(=O)N(c2cccc(C(F)(F)F)c2)C1 (stereo not given)	-13.1	-1.2
COc1cc(OC)cc(C(=O)N(CCCN2C(=O)c3cccc4cccc(c34)C2=O)c2cccc(OC)c2)c1	-8.1	1.9
O=c1c2ccccc2nc(SCc2ccncc2)n1CC1CCCO1 (stereo not given)	8.1	3.0
Cn1c(SCC(=O)NCc2cccs2)nnc1-c1ccncc1	-18.5	5.9
CN(C(=O)c1ccc(Br)o1)C1(C)CCS(=O)(=O)C1 (stereo not given)	-15.3	6.0
CCCCn1c(N)c(N(CCC(C)C)C(=O)c2sc3nc4n(c(=O)c3c2C)CCC4)c(=O)[nH]c1=O	7.3	-2.6
CN1CC2CCCC3(C1)C(=O)NC1(CCCCC1)N=C23 (stereo not given)	0.7	-10.2

Molecules shown so far with fluorine:
SMILES	TAG inh	TAG inh DAPI viability
COc1ccc(N2C(=O)CC(N3CCC(O)(c4cccc(C(F)(F)F)c4)CC3)C2=O)cc1 (stereo not given)	20.4	-2.2
CCn1c(C)nc2cc(C(=O)NN=Cc3ccccc3OC(F)F)ccc21	-0.8	-0.2
CC(C)NC(=O)C1(C)CCN1C(=O)c1c(F)cccc1F (stereo not given)	-5.0	0.3
N#CCSc1nn(-c2ccc(F)cc2)c(=S)s1	-2.9	3.9
CC(NC(=O)C1CCN(C(=O)c2ccc(F)cc2)CC1)c1ccc(-n2ccnc2)cc1 (stereo not given)	-7.2	5.1
O=C(NCCN1CCOCC1)C1CC(=O)N(c2cccc(C(F)(F)F)c2)C1 (stereo not given)	-13.1	-1.2

More structures follow.
SMILES	TAG inh	TAG inh DAPI viability
COc1ccc(NC(=O)C2CCCNC2)cc1OCC(C)C (stereo not given)	10.3	3.3
COc1ccc(C2C(Oc3ccccc3)C(=O)N2c2ccc(C)c(C)c2)cc1OC (stereo not given)	11.2	5.2
COc1ccccc1/C=C/C(=O)N1CCOCC1	-6.7	-3.4
Cc1ccc(OCC(=O)NNC(=O)C2CCCO2)c(C)c1 (stereo not given)	-10.2	4.2
CCn1c(=O)c(C(=O)CN2CC(C)OC(C)C2)c(N)n(Cc2ccccc2)c1=O (stereo not given)	4.0	-6.8
Cc1nccn1CC(=O)N/N=C/c1ccccc1O	15.6	-29.1
CC1=C(NCCc2ccccc2)CCC1=O	-9.1	2.7
Cc1c(C)n(Cc2ccccc2)c2ccc(C(=O)O)cc12	5.9	5.8
CCCCC/C=C/C1=CC(=O)C[C@H](c2ccc(Cl)cc2)C1	-9.4	9.5
CC(C)CN(/C=N/c1sc2c(c1C#N)CCCCC2)CC(C)C	3.8	-3.1
C[C@@H]1CN([C@@H](C)CO)C(=O)c2cc(NC(=O)C3CCCCC3)ccc2O[C@@H](C)CCCCO[C@H]1CN(C)S(=O)(=O)c1ccc(Cl)cc1	10.7	-2.1
CCOC(=O)CS(=O)(=O)c1ccc2ccccc2c1	0.0	-1.1
C=CCC[C@@H](Cc1ccc(F)cc1)C(=O)OC[C@H](C)NC(=O)[C@@H](CC=C)CC(=O)N(CCO)Cc1ccccc1	33.0	-8.1
CCOCCn1ccc2c(OCC(=O)Nc3ccccc3OC)cccc2c1=O	17.4	5.2
CCCNC(=O)C1(C)CCCN(C(=O)Cc2cccc(OC)c2)C1 (stereo not given)	-3.3	8.2
CCOC(=O)c1c(NC(=S)NC(=O)c2cnn(CC)c2)sc2c1CCC(C)C2 (stereo not given)	25.2	-7.1
Cc1cccnc1NC(=S)NCc1ccco1	8.4	-1.7
CCCCCCn1c(SCCN2CCOCC2)nc2c1c(=O)[nH]c(=O)n2C	-19.1	10.7
C=CCn1c(=N)c(C#N)cc2c(=O)n3ccccc3nc21	-1.8	17.8
CC(=O)c1ccc(-c2cnc3c(NC=O)cc(-c4ccc(C(=O)N5CCOCC5)cc4)cn23)cc1	23.6	-9.9
O=C(Nc1nc(-c2ccc(S(=O)(=O)N3CCCCCC3)cc2)cs1)c1ccccc1	42.2	-1.9
CCN(c1ccccc1)S(=O)(=O)c1ccc(Cl)c(C(=O)N(CC2CCCO2)C2CCS(=O)(=O)C2)c1 (stereo not given)	4.7	-2.7
CCC(C)C(=O)Nc1nnc(SCC(=O)Nc2ccccc2F)s1 (stereo not given)	6.7	-0.1
COC(=O)[C@@H](NC(=O)Nc1ccc2c(c1)OCCO2)C(C)C	-5.8	14.8
CCS(=O)CCSc1nc2ccccc2s1 (stereo not given)	-2.1	13.0

Going on with the list:
SMILES	TAG inh	TAG inh DAPI viability
CNC(=O)c1sccc1S(=O)(=O)Cc1c(Cl)cccc1Cl	8.5	-0.1
CC(=O)Nc1ccc(C(=O)OCC(=O)c2ccc(S(=O)(=O)N3CCCCC3)cc2)cc1	8.3	-2.8
COCCNC(=O)C1(C)CCCN(C(=O)c2ccco2)C1 (stereo not given)	0.0	4.0
CCC(=O)Nc1ccc(Cl)c(NC(=S)NC(=O)COc2ccc(Cl)cc2)c1	-14.3	-3.9
CCOc1ccc(CC(=O)NNC(=S)NC)cc1	3.5	-3.3
COc1cccc(COC(=O)c2ccc3c(c2)NC(=O)C(C)S3)c1OC (stereo not given)	-0.2	0.8
O=C(NCC1COCCO1)c1cc(COc2c(F)cccc2F)on1 (stereo not given)	-4.5	-1.6
Cc1ccc(NC(=O)NCCSc2ccc(C)cc2)cc1	-9.2	1.4
O=C(Nc1cc(C(F)(F)F)ccc1-n1cncn1)C1CC1	2.6	1.9
CNC(=O)CSCc1cnn(-c2ccccc2)c1-n1cccc1	-5.3	-5.4
CCN1CCN(CC(=O)Nc2ccc(C)cc2C)C(=O)C1=O	-6.0	0.9
O=S(=O)(c1ccc(-c2csc(-c3cccnc3)n2)cc1)N1CCOCC1	-2.2	0.6
CCCCNC(=S)Nc1cccc(S(=O)(=O)NC2=NCCC2)c1	-11.1	-3.3
CC(=O)C(Sc1ccc2nnc(-c3ccncc3)n2n1)C(C)=O	9.9	4.8
COc1ccc(CCNC(=O)CSc2nc(C)nc3c2oc2ccccc23)cc1OC	17.9	-10.1
O=C(NN=Cc1ccccc1O)C(O)c1ccccc1 (stereo not given)	-11.2	-7.7
COC(=O)[C@@H]1C[C@@]2(O)[C@@H](O)[C@@H](O)[C@@H](O)C[C@H]2N1Cc1ccc(Cl)cc1	10.0	5.0
O=C(O)CC12CC3CC(C1)CC(n1ncc(NCc4ccc(F)cc4)c(Cl)c1=O)(C3)C2	8.7	-2.5
CC1CCCC(NC(=O)COC(=O)c2ccc(N(C)C)cc2)C1C (stereo not given)	19.2	-2.9
Cc1cc2c(cc1S(=O)(=O)N(C)c1ccccc1)NC(=O)CO2	13.6	-7.4
O=C(CN1C(=O)NC2(CCc3ccccc32)C1=O)c1ccc2c(c1)OCCO2 (stereo not given)	19.1	-1.7
CCOC(=O)C1CCN(C(=O)COc2ccc(Cl)cc2)CC1	-6.6	-12.7
O=C(NNC1=NCCCCC1)Nc1cccc(Cl)c1	0.7	7.7
CC(=O)Nc1sc(N/N=C/c2ccccc2)nc1-c1ccc(C)cc1	11.7	-4.0
Cc1ccccc1NC(=O)COC(=O)c1ccc2nc(C)c(C)nc2c1	-6.8	3.6

3 consecutive compounds already listed, for reference:
SMILES	TAG inh	TAG inh DAPI viability
O=C(NNC1=NCCCCC1)Nc1cccc(Cl)c1	0.7	7.7
CC(=O)Nc1sc(N/N=C/c2ccccc2)nc1-c1ccc(C)cc1	11.7	-4.0
Cc1ccccc1NC(=O)COC(=O)c1ccc2nc(C)c(C)nc2c1	-6.8	3.6

More entries
SMILES	TAG inh	TAG inh DAPI viability
Cn1c(=NC(=O)C2CCN(S(=O)(=O)c3cccs3)CC2)sc2ccccc21	-6.6&6.5	5.4&-8.4
COc1c(NC(C)=O)c2ccccc2c2ccccc12	-2.9	7.8
O=C1COc2ccc(C(=O)COC(=O)COc3ccccc3[N+](=O)[O-])cc2N1	-4.9	5.5
Cc1ccccc1NC(=O)CCC(=O)OCCCC(F)(F)C(F)(F)F	11.6	4.9
CN(C)C(CNC(=O)c1oc2ccccc2c1CSc1ncn[nH]1)c1ccco1 (stereo not given)	9.8	12.3
CC(CC(=O)Nc1ccc2c(c1)c(=O)n(C)n2-c1ccccc1F)c1ccccc1 (stereo not given)	-8.7	22.1
CC1CCCCN1N=Nc1nc2c([nH]1)c(=O)n(C)c(=O)n2C (stereo not given)	5.7	0.2
COc1ccc(/C=C2\CCc3ccccc3C2=O)c(OC)c1OC	-5.2	-2.5
Cc1ccc(NC(=S)N(CCN2CCOCC2)Cc2ccccc2F)cc1	-3.9	1.8
CC1CN(C(=O)CCNC(=O)c2ccc(Br)cc2)CC(C)O1 (stereo not given)	-3.2	-5.4
CCOC(=O)C1CCCN(Cc2ccc(O)c(OC)c2)C1 (stereo not given)	-14.3	2.6
O=C(NCc1ccco1)C(=O)NCC1OCCN1S(=O)(=O)c1ccc(Br)cc1 (stereo not given)	-3.9	-1.3
O=C(NCc1ccccn1)c1cccc(S(=O)(=O)Nc2ccc(F)cc2)c1	-18.5	4.3
